Screening data deposited in PubChem BioAssay by National Center for Advancing Translational Sciences (NCATS).
BLM helicase inh – inhibitors of human Bloom syndrome helicase BLM; P54132; recombinant BLM DNA unwinding, fluorescence dequenching; Potency, µM (series often up to 56.1 µM), inactives show at the highest dose activity change, negative = inhibition, most hits filed as inhibitors; 350,000 compounds, 0.2% hits;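 also: potency is read from the fitted curve at half-maximal effect; plate controls were vehicle for no effect and no enzyme for full effect; nearly all actives have a fitted effect of over 35% in size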
POLI inh – inhibitors of human DNA polymerase iota. Q9UNA4. Pol iota fluorescent replication assay, 10 min. Potency, µM (titrated, usually from 115 µM), for the others: at the highest dose activity, negative = inhibition, usual class: inhibitors. 390,000 compounds, 1% hits. AID 588590; also: potency is read from the fitted curve at half-maximal effect
Target sequence (Q9UNA4 whole entry, looked up): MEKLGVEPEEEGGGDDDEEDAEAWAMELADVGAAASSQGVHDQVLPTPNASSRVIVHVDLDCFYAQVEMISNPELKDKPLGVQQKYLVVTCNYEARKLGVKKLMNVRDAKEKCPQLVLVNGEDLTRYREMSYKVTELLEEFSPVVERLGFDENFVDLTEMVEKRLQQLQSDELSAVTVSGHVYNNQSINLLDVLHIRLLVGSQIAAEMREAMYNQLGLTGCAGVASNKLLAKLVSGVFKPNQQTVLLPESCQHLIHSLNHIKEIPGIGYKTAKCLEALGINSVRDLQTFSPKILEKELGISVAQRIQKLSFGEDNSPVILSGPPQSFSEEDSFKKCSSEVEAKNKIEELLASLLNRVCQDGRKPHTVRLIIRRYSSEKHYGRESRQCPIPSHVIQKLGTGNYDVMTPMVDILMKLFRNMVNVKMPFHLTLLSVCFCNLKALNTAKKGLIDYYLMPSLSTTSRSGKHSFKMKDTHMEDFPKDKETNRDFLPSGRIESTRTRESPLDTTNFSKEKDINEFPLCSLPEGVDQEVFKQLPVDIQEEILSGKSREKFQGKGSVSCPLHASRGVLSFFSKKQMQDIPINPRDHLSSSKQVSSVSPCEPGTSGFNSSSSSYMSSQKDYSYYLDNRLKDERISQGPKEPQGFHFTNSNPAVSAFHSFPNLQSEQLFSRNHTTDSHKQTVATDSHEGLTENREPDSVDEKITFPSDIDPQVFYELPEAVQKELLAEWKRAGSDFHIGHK
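Fluorescent replication assay read twice, at 0 min and 10 min after adding 50 nM (final) substrate. Enzyme (10 nM) and compounds were first incubated 15 min at room temperature; enzyme-free buffer wells were negative controls.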
APE1 inh – APE1 (human) endonuclease inhibition; 350,000 compounds, 0.35% hits; P27695; AID 2517; Potency, µM (highest dose often 65.8 µM), inactives show top-dose activity change, negative = inhibition, usual class: inhibitors; recombinant APE1, TAMRA/BHQ-2 abasic DNA cleavage fluorescence;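 also: potency is read from the fitted curve at half-maximal effect; plate controls were vehicle for no effect and reference inhibitor for full effect; nearly all actives have a fitted effect of over 55% in size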
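Measures dequenching upon AP-site incision of a 5'-TAMRA/3'-BHQ-2 THF-containing duplex, 50 nM; human APE1 0.75 nM after 15 min room-temperature exposure to compound; kinetic three-point read at one-minute spacing.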
Apoferritin bind – candidate novel general anesthetic via apoferritin binding; P02791; apoferritin/1-aminoanthracene competitive binding, fluorescence; Potency, µM (doses to about 77.5 µM), for the others: at the highest dose activity change, negative = displacement, most hits filed as inhibitors; 350,000 compounds, 0.074% hits; also: potency is read from the fitted curve at half-maximal effect; % is scaled to controls: 0 for no effect and ±100 for the full control effect; nearly all actives have a fitted effect of over 20% in size
Target sequence (P02791 2-175 limits assumed): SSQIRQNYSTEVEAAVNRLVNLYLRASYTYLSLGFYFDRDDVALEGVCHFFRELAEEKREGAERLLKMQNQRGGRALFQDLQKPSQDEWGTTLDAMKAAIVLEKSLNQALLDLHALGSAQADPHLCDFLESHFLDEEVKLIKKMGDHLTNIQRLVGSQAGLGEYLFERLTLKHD
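Probe: 1-aminoanthracene (50% saturated, PBS). Protein: horse-spleen apoferritin, 10 uM. Incubation: 10 min, room temperature. Detection: 380 nm excitation, 535 nm emission. Analysis: normalized response, four-parameter Hill.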
LDHA block – inhibitors of human lactate dehydrogenase A; P00338; purified LDHA, NADH/diaphorase-resazurin fluorescence; stronger effect = lower value; activity change, % (values are at about 110 or 230 µM); 480,000 compounds, 0.15% hits; AID 1347041; in the data active = activity change below about -30%; inconclusive = mostly about -25% to -30%;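 also: plate controls were DMSO wells for no effect and wells without enzyme for full effect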
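Human LDH5 (2 nM) was incubated with 0.06 mM NADH and 0.2 mM pyruvate for 5 min at room temperature in Tris pH 7.4. Remaining NADH was coupled through diaphorase/resazurin, and resorufin fluorescence was read at 0 and 20 min.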
POLH inh – inhibitors of human DNA polymerase eta; Potency, µM (doses to about 114 µM), without a hit: at the highest dose activity change, negative = inhibition, actives largely listed as inhibitors; recombinant Pol eta, fluorescent DNA replication assay; Q9Y253; 390,000 compounds, 1.2% hits; also: potency is read from the fitted curve at half-maximal effect; % is scaled to controls: 0 for no effect and ±100 for the full control effect
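Pol eta at 10 nM preincubated with compounds 15 min at room temperature; reaction started with fluorescent substrate (50 nM final) and read kinetically at 0 and 10 min.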
POLK inh – DNA polymerase kappa (human) inhibition | AID 588579 | Q9UBT6 | 400,000 compounds, 0.53% hits | purified Pol kappa, fluorescent DNA synthesis assay, 10 min | Potency, µM (top dose mostly 107 µM), inactives show at the highest dose activity, negative = inhibition, actives largely listed as inhibitors; also: potency is read from the fitted curve at half-maximal effect; % is scaled to controls: 0 for no effect and ±100 for the full control effect
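Enzyme at 10 nM met test compounds for 15 min at room temperature. Substrate addition (50 nM final) began the reaction, which was monitored by fluorescence at 0 and 10 min.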
GRP78 ERSR act – ER stress response induction in glioma | U87-MG GRP78 promoter luciferase reporter, 16 h | Potency, µM, without a hit: top-dose activation, usual class: activators | 420,000 compounds, 0.02% hits | AID 602332; also: potency is read from the fitted curve at half-maximal effect; series mostly up to about 76 µM; % of control where 0% means no effect; nearly all actives have a fitted effect of over 35% in size
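Stably transfected U87-MG glioma cells carrying a GRP78-based luciferase sensor; 16 h compound incubation. Luminescence end-point read 10 min after Bright-Glo addition at room temperature.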
Pol beta inh – DNA polymerase beta (human) inhibition; P06746; Potency, µM (series often up to 114 µM), inactives show top-dose activity change, negative = inhibition, hits mostly inhibitors; 340,000 compounds, 1.3% hits; Pol beta primer extension/strand displacement, fluorescence kinetic; also: potency is read from the fitted curve at half-maximal effect; % is scaled to controls: 0 for no effect and ±100 for the full control effect
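Human Pol beta at 10 nM; strand-displacement substrate 50 nM final. Compound exposure 15 min at room temperature before start, reaction 10 min at room temperature.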
Numbers without * were called inactive; ? = inconclusive; nt = not tested or not shown; & = joins results of further samples; [ ] = remark or other dose. Unless noted, calls follow the shape of the dose curve; as a rule, active = well fitted curve in the direction sought with a large enough effect; inconclusive = small, poorly fitted or top-dose-only effect, or another doubt; inactive = no such curve, though single readings can be large; an effect the other way counts as inactive or inconclusive.

No.	Molecule	LDHA block	BLM helicase inh	APE1 inh	POLI inh	POLK inh	Pol beta inh	POLH inh	GRP78 ERSR act	Apoferritin bind
1	OCC[C@H]1C[C@@H](O)[C@H](O)[C@]2(CCCCO2)O1	-12	-2%	4%	-2%	-20%	31%	-13%	-3%	-2%
2	CCOC(=O)c1cc(C(=O)n2cc(Cl)cn2)nn1C	-1	1%	?	17%	1%	23%	-5%	-6%	-7%
3	COc1cccc(OCCOc2cccc(/C=N/n3cnnc3)c2)c1	-3	-2%	?	-8%	-4%	?	13%	-4%	1%
4	O=C(ON=C1CCN(c2ccc([N+](=O)[O-])cc2)CC1)c1ccccc1	-3	-5%	-2%	12%	-6%	15%	-1%	-3%	?
5	CN(C)N1C(N)=C(C#N)C(c2cccc3ccccc23)C2=C1CC(c1ccccc1)CC2=O (stereo not given)	-8	-3%	4%	13%	-8%	-17%	-8%	-4%	-9%
6	Cc1cccc(C(=O)N2CCCCCC2)c1	-12	-2%	3%	9%	-5%	0%	-5%	2%	?
7	c1ccc(N2CCN(Cc3ccc4c(c3)OCO4)CC2)nc1	-6	nt	nt	11%	7%	nt	-12%	-1%	nt
8	Cc1cccc(NC(=O)CN(C)S(=O)(=O)c2ccc3c(c2)n(C)c(=O)c(=O)n3C)c1C	1	-9%	8%	26%	3%	1%	-4%	-7%	-5%
9	COc1cccc(/C=N/NC(=O)C(=O)NCc2cccnc2)c1	5	-3%	-3%	12%	0%[60.1 µM]	21%	-1%	-4%	-9%
10	Cc1nc2ccccc2nc1N1CCCCC1	-6	0%	-8%	3%	-5%	14%	7%	1%	-12%
11	CC(C)c1ccc(NC(=O)[C@@H]2CCC(=O)N2C2OC(=O)c3ccccc32)cc1 (stereo not given in full)	-3	-2%	-4%	-2%	12%	-29%	-4%	1%	-22%
12	Cc1cc(C(=O)NC2CC(C)(C)Cc3c2cnn3-c2ccccc2C)c(C)o1 (stereo not given)	-3	-7%	-7%	-10%	-13%	13%	-3%	-5%	-19%
13	CCn1c(CNC(=O)c2cccc(C)c2)nnc1SCC(=O)NC1CCCCC1C (stereo not given)	-1	-1%	-1%	12%	-13%	30%	3%	-2%	-24%
14	COC(=O)c1ccccc1NC(=O)c1cc2ncc(Br)cn2n1	-9	-2%	3%	?	-20%	45µM*	7.1µM*	-4%	-6%
15	O=C(O)C1Nc2ccccc2C2C=CCC12 (stereo not given)	8	nt	nt	3.5µM*	6.3µM*	nt	nt	-5%	nt
16	COc1ccccc1NC(=O)c1ccc(COc2ccccc2OC)cc1	-8	nt	nt	-5%[58.9 µM]	-10%	nt	-12%	-4%	nt
17	COC(=O)c1cc(Br)c(=O)n(CCc2ccccc2)c1	-3	-2%	0%	-16%	-5%	50%	-6%	0%	-21%
18	CCC(C)N(C(=O)c1csnn1)C(C(=O)NC(C)(C)C)c1ccccc1 (stereo not given)	-1	-4%	-1%	?	-1%	14%	-14%	-3%	-14%
19	O=C1CCC=C1[C@@H](O)CCc1ccccc1	nt	4%[12.4 µM]	-5%[12.4 µM]	nt	nt	nt	nt	-6%	1%[15.3 µM]
20	COc1ccc(OCc2cc(C(=O)NC3Cc4ccccc4C3)no2)c(Cl)c1	0	-5%	6%	35%[activator]	-15%	2%	6%	-3%	-18%
21	CC(=O)N1CCN(C(=O)c2cc(=O)c3ccccc3o2)CC1	3	-2%	27%	-17%	6%	0%	-6%	2%	-3%
22	Cc1cccn2c(=O)c3cc(C(=O)NC(C)c4ccccc4)c(=N)n(CCCn4ccnc4)c3nc12 (stereo not given)	2	105%[activator]	-4%	?	-4%	?	-4%	-1%	41%[activator]
23	CCS(=O)(=O)N1Cc2ccccc2CC1C(=O)Nc1ccc(OC)c(OC)c1 (stereo not given)	0	0%	24%	18%	2%	12%	-11%	0%	-12%
24	CCNC(=O)CN(c1ccccc1)S(=O)(=O)c1ccc(Cl)cc1	-8	0%	2%	?	-8%	6%	-10%	-1%	-5%
25	CN1C(=O)C(C)(C)c2cc(S(=O)(=O)N3CCCC(C(=O)NCc4ccc(F)cc4)C3)ccc21 (stereo not given)	-6	-4%	11%	17%	-12%	6%	-25%	0%	-19%
26	Cc1cc(Cl)ccc1OC(C)C(=O)NC(C)C1CCCO1 (stereo not given)	-1	-1%	11%	15%	10%	0%	-18%	-6%	-4%
27	CC(C)Cn1c(=S)[nH]c2cc(Cl)ccc21	-5	-6%	5%	146%[activator]	-17%	13%	4%	-2%	-3%
28	COc1ccc2cc1Oc1ccc(cc1)CC1c3cc(c(OC)cc3CCN1C)Oc1c(OC)c(OC)c(OC)c3c1C(C2)N(C)CC3 (stereo not given)	nt	-7%	?	nt	-12%[60.1 µM]	nt	nt	-2%	8%
29	COc1ccc(C2=NOC(C(=O)Nc3ccc4c(c3)OCCO4)C2)cc1OC (stereo not given)	0	-1%	15%	38%[activator]	-15%	27%	-12%	-8%	-6%
30	O/N=C(/CCc1ccccc1)C1(O)CCCCC1	7	-2%	1%	26%	2%	2%	2%	-2%	?
31	COc1ccc(S(=O)(=O)N(CCO)c2ccccc2CN(C)C/C=C/c2ccc(Cl)cc2)cc1	nt	nt	-4%	nt	0%[19.4 µM]	nt	nt	-5%	69%[activator]
32	CCCCN1C(=O)C2ON(c3ccccc3C)C(c3ccco3)C2C1=O (stereo not given)	-2	-12%	-4%	-2%	-16%	-21%	-8%	-4%	?
33	c1ccn2cc(-c3ccc4c(c3)OCCO4)nc2c1	-3	-3%	?	?	-5%	5%	-8%	-12%	-8%
34	COc1ccccc1-c1nnc(NC(=O)c2ccccc2F)o1	-1	2%	-1%	11%	-13%	-4%	?	1%	-2%
35	CCOC(=O)C(C)c1nc2ccccc2[nH]c1=O (stereo not given)	1	2%	-6%	-7%	-2%	22%	-7%	-1%	-7%
36	COC(=O)c1cc(=O)n(CCc2ccccc2)c(=Nc2ccc(F)cc2)s1	-1	-13%	-12%	-18%	1%	-25%	-18%	-2%	-3%
37	COc1ccc(C/C(C)=N/NC(=S)Nc2ccccc2)cc1	-4	3%	-1%	-19%	3%	35%	-14%	4%	-14%
38	CC[n+]1oc(-c2ccccc2)cc1C	-6	-4%	13%	18%	-2%	52%	-16%	-4%	-2%
39	COc1cc(NC(=O)C2CC(c3c(F)cccc3Cl)=NO2)c(OC)cc1Cl (stereo not given)	-2	-13%	-1%	76%[activator]	-1%	25%	-23%	-5%	-8%
40	Cc1ccc(OCC(=O)NNC(=O)Cc2ccc(S(=O)(=O)N3CCOCC3)s2)cc1	1	nt	-10%	-9%	-8%	nt	?	-2%	nt
41	CC(C)CNC(=O)CSc1nnc(-c2ccccn2)n1Cc1ccccc1	-4	2%	-3%	12%	3%	7%	2%	1%	-12%
42	CCOC(=O)[C@@H]1[C@H]2COc3ccccc3[C@@H]2N2C(=O)N(c3cccc(F)c3)C(=O)[C@]12C	-19	nt	nt	-9%	-11%	nt	-18%	-1%	nt
43	COC(=O)[C@@H]1C[C@@H]2CC[C@@H](O)C[C@@H]2N1Cc1ccccc1OS(=O)(=O)c1ccc(C)cc1	1	-4%&-5%	-7%&-6%	?	-4%	17%	-4%	-3%	-8%&-8%
44	O=C(NCc1ccc(Cl)cc1)c1cc2ccccc2o1	-18	-1%	nt	-11%	-4%	12%	-10%	-3%	3%
45	CCC(=O)Oc1cccc(C(=O)Nc2ccc(-c3nnc(-c4ccco4)o3)cc2)c1	-5	-9%	7%	-13%	-1%	-7%	-11%	1%	?
46	Nc1ccc(SCCN2C(=O)c3ccccc3C2=O)cc1	-2	-1%	-3%	8%	0%	-3%	-13%	3%	-22%
47	O=C(c1cc(-c2ccc(F)cc2)nc2ccccc12)N1CCC1	-1	nt	25%	-8%	2%	nt	-16%	3%	nt
48	CCOC(=O)CC1C(=O)NCCN1C(=S)NC(=O)c1ccccc1OC (stereo not given)	0	1%	17%	5%	-17%	-11%	-4%	-5%	-5%

Filtered by structure: those above with fluorine
No.	Molecule	LDHA block	BLM helicase inh	APE1 inh	POLI inh	POLK inh	Pol beta inh	POLH inh	GRP78 ERSR act	Apoferritin bind
25	CN1C(=O)C(C)(C)c2cc(S(=O)(=O)N3CCCC(C(=O)NCc4ccc(F)cc4)C3)ccc21 (stereo not given)	-6	-4%	11%	17%	-12%	6%	-25%	0%	-19%
34	COc1ccccc1-c1nnc(NC(=O)c2ccccc2F)o1	-1	2%	-1%	11%	-13%	-4%	?	1%	-2%
36	COC(=O)c1cc(=O)n(CCc2ccccc2)c(=Nc2ccc(F)cc2)s1	-1	-13%	-12%	-18%	1%	-25%	-18%	-2%	-3%
39	COc1cc(NC(=O)C2CC(c3c(F)cccc3Cl)=NO2)c(OC)cc1Cl (stereo not given)	-2	-13%	-1%	76%[activator]	-1%	25%	-23%	-5%	-8%
42	CCOC(=O)[C@@H]1[C@H]2COc3ccccc3[C@@H]2N2C(=O)N(c3cccc(F)c3)C(=O)[C@]12C	-19	nt	nt	-9%	-11%	nt	-18%	-1%	nt
47	O=C(c1cc(-c2ccc(F)cc2)nc2ccccc12)N1CCC1	-1	nt	25%	-8%	2%	nt	-16%	3%	nt

The list is partial; count on the stated rates, not on these rows.
